# MC4R barr agon – MC4R agonists recruiting beta-arrestin, primary screen, cell-based, luminescence, agonist arm of biased-ligand search | U2OS MC4R beta-arrestin complementation; percent of melanotan II response, DMSO zero | activation, % at 8.9 µM | actives 0.98% (n = 360,000) | AID 540308, 2011;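 active = activation above a per-plate cutoff, the mean activation of sample wells on that plate plus 3 SD, cut at about 8% in these data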
# NCOA1 inh – SRC1 coactivator transcriptional activity inhibitors, primary screen, cell-based, luminescence; inhibition, % at 3.6 µM; actives 0.12% (n = 360,000); AID 588354, 2011; HEK293 GAL4-SRC1 luciferase reporter;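 active = inhibition above the campaign mean plus 3 SD, with each screening campaign given its own cutoff, cut at about 60% in these data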;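 also: 0% = DMSO treated cells and 100% = gossypol at 36 µM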
# NOD2-RIPK2 inh – NOD2-RIPK2 binding disruptors in cells, primary screen, fluorescence, CHO cells, BLA complementation | actives 0.38% (n = 360,000) | AID 624267, 2012 | Receptor-interacting serine/threonine-protein kinase 2 (Homo sapiens), O43353 | CCF4 ratio | inhibition, % at 4.98 µM; in the data active = inhibition above about 21%;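 also: 0% = vehicle only and 100% = reference blocker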
# MC4R antag cAMP – MC4R antagonists of cAMP signaling, primary screen, cell-based, TR-FRET, antagonist arm of biased-ligand search; Melanocortin receptor 4 (Homo sapiens), P32245; MC4R-expressing cells, MTII-stimulated cAMP, LANCE TR-FRET; inhibition, % at 6.5 µM; actives 0.48% (n = 360,000);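 active = inhibition above its plate's cutoff, the mean of tested wells on that plate plus 3 SD, cut at about 29% in these data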;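 also: 0% = Melanotan II alone and 100% = Melanotan II plus saturating MCL0020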
#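 System: U2OS cells stably expressing human melanocortin 4 receptor (MC4R). Reagent: Melanotan II challenge after compound preincubation. Doses: 6.5 µM. Times: 30-min compound, 1-h challenge, 1-h detection, room temperature. Measured by: TR-FRET with Eu-cAMP and labeled anti-cAMP, 671 nm. Replicates: singlicate.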
# COUP-TFII inh – NR2F2 transcriptional activity inhibitors, primary screen, cell-based, luciferase reporter, HEK293T, luminescence; HEK293T NGFI-A luciferase reporter; inhibition, % at 8.6 µM; actives 0.7% (n = 370,000);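 active = inhibition above a per-plate cutoff, mean inhibition of test wells between control levels plus 3 SD, cut at about 38% in these data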;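 also: cells cotransfected with COUP-TFII expression vector driving the NGFI-A reporter; 0% = median of COUP-TF2 test wells and 100% = reporter-only cells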
# NCOA2 inhibitor – inhibition of GAL4-SRC2 driven luciferase reporter, primary screen, SRC2 inhibitor project, cell-based, luminescence; Nuclear receptor coactivator 2 (Homo sapiens), Q15596; HEK293 GAL4-SRC2 luciferase reporter; inhibition, % at 9 µM; actives 0.17% (n = 370,000);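 active = inhibition above the mean inhibition of all tested compounds plus 3 SD, set per campaign, cut at about 52% in these data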;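 also: 0% = DMSO treated cells and 100% = cells given Gossypol at 36 µM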
# NCOA3 inh – SRC3 coactivator transcriptional activity inhibitors, primary screen, cell-based, luminescence | actives 0.17% (n = 360,000) | AID 588352, 2011 | inhibition, % at 3.6 µM | HEK293 GAL4-SRC3 luciferase reporter | Nuclear receptor coactivator 3 (Homo sapiens), Q9Y6Q9;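 active = inhibition above a per-campaign cutoff, the mean of all compounds plus 3 SD, cut at about 60% in these data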;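 also: 0% = DMSO-treated cells and 100% = gossypol-treated cells at 36 µM; higher means less SRC3-driven luciferase light from the GAL4 reporter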
# Target sequence (Q9Y6Q9 whole entry, looked up, the tested form may be a part): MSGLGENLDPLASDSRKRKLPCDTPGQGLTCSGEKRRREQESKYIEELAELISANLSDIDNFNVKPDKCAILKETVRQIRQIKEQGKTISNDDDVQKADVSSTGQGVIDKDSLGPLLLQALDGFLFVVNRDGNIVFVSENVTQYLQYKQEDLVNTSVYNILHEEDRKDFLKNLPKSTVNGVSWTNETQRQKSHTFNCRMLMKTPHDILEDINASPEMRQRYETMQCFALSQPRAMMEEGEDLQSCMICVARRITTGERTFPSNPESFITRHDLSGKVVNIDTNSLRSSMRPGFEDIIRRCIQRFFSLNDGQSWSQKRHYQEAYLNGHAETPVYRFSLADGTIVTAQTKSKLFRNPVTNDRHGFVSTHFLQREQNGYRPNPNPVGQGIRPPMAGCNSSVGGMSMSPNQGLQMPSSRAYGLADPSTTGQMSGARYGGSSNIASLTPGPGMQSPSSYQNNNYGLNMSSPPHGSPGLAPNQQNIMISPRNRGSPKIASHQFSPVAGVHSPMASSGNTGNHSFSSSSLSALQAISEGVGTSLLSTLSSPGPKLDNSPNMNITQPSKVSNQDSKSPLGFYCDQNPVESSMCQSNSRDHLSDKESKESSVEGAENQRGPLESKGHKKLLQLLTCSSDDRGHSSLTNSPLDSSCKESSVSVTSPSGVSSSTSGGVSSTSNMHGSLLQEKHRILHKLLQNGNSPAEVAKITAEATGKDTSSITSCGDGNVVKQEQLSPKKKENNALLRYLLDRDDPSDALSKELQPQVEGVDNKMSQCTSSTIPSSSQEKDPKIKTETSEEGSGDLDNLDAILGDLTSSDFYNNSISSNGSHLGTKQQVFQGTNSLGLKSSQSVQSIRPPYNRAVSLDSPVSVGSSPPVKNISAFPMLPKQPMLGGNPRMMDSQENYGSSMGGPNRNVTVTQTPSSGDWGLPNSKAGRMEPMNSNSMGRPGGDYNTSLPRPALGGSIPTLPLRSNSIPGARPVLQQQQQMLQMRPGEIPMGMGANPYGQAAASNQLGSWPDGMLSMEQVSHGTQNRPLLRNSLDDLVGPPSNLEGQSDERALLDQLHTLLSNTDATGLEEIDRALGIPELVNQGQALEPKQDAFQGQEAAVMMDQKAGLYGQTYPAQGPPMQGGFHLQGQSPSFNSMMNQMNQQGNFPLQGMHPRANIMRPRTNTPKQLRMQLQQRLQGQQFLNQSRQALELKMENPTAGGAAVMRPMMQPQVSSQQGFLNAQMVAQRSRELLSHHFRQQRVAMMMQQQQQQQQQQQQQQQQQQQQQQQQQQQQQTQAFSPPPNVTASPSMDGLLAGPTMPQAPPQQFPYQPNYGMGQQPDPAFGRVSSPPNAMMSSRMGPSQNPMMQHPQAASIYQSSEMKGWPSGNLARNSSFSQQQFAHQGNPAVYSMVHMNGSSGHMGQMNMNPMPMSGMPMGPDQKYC
# LMP1 NFkB inh – EBV LMP1-driven NF-kappaB luciferase reporter inhibitors, primary screen, cell-based, luminescence, single point. LMP1-induced NF-kappaB luciferase reporter cells. inhibition, % at 12.5 µM. actives 0.69% (n = 350,000). AID 504558, 2011; in the data active = inhibition above about 41%;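 also: 0% = neutral control wells and 100% = reference inhibitor control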
# TLR9-MyD88 block – inhibitors of TLR9-MyD88 association in cells, primary screen, cell-based, CHO, BLA complementation, fluorescence; inhibition, % at 4.98 µM; CCF4 FRET ratio; actives 0.21% (n = 340,000); AID 504734, 2011;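 active = inhibition above the mean over all tested compounds plus 3 SD, cut at about 21% in these data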;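 also: 0% = DMSO only wells and 100% = clavulanate BLA inhibitor control wells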
# LRH-1 inv ag – LRH-1 (NR5A2) inverse agonists, primary screen, cell-based, luminescence, HEK293T, StAR-luciferase reporter | inhibition, % at 3.6 µM | LRH-1 transfected, 24 h | Nuclear receptor subfamily 5 group A member 2 (Homo sapiens), O00482 | actives 0.13% (n = 360,000);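 active = inhibition above the mean inhibition of all tested compounds plus 3 SD, cut at about 73% in these data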;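 also: 0% = DMSO wells and 100% = reporter-only cells lacking LRH-1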
# ABHD5 PLIN5 PPI – ABHD5-PLIN5 interaction inhibitors, primary screen, cell lysate, split luciferase complementation, luminescence; inhibition, % at 4 µM; actives 0.78% (n = 360,000); Split G. princeps luciferase complementation, 4 h; Perilipin-5 (Homo sapiens) + 1-acylglycerol-3-phosphate O-acyltransferase ABHD5 (Homo …;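 active = inhibition above the mean inhibition across every tested compound plus 3 SD, cut at about 22% in these data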;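 also: 0% = DMSO only wells and the 100% control is not disclosed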
# Starred values were filed as active, the others as inactive; · = no result given. Not all compounds are listed, so the mix of outcomes need not match the whole.
# Under each structure – LRH-1 inv ag	NCOA3 inh	COUP-TFII inh	MC4R barr agon	NOD2-RIPK2 inh	ABHD5 PLIN5 PPI	NCOA2 inhibitor	NCOA1 inh	LMP1 NFkB inh	TLR9-MyD88 block	MC4R antag cAMP
> CC1(C(=O)Nc2cccc(Oc3ccccc3)c2)Cc2c(-c3ccccc3)ccnc2O1 (stereo unspecified)
  15	1	11	1.4	-10	-4	-23	-15	·	·	-7
> Cc1cc(O)ccc1NC(=O)c1ccccc1
  1	-7	1	-1.3	-10	-5	-6	-5	1	-5	1
> Cc1cc(=O)oc2cc(NC(=O)C(CCCN=C(N)N)NC(=O)OCc3ccccc3)ccc12 (stereo unspecified)
  -6	-4	10	-0.3	1	4	4	1	-12	-3	-3
> CCC(=O)N1CCN(c2ccc(NC(=S)NC(=O)C(C)C)cc2)CC1
  10	-7	4	-2.1	-9	-7	-16	-1	-5	-1	4
> CCOc1ccc(OCc2ccc(C(=O)Nc3cccnc3)cc2)cc1
  -60	-31	10	-1.2	8	-1	-6	-62	-23	1	-4
> COCCN(C(=O)CC1OC(=O)c2ccccc21)c1c(N)n(Cc2ccccc2)c(=O)[nH]c1=O (stereo unspecified)
  -5	4	0	0.3	-4	5	-1	-3	2	4	2
> O=C(CCNS(=O)(=O)c1ccccc1F)NC1CCCCCC1
  6	-9	-16	-3.1	-4	8	-12	0	4	-2	-3
> CSc1ncccc1C(=O)Nc1nccs1
  -3	1	3	-1.6	-2	7	20	-3	0	-1	8
> Cc1ccc(N/N=C/C=C/c2ccco2)cc1
  -13	-29	-13	-0.4	12	8	-36	-46	-56	11	2
> C[C@H](CO)N1C[C@H](C)[C@@H](CN(C)C(=O)NC2CCCCC2)Oc2c(NS(=O)(=O)c3ccc(F)cc3)cccc2C1=O
  -13	9	5	-1.7	-5	10	-16	-7	-1	8	7
> O=C(Nc1cc([N+](=O)[O-])ccc1N1CCCC1)c1cccs1
  16	0	6	-4.6	-6	2	7	2	2	2	-7
> c1ccc(-c2nn3c(-c4ccccc4)nnc3s2)cc1
  3	5	12	-0.3	-5	9	-5	-7	-15	-1	1
> CCC1CCCCN1C(=O)COc1ccc2c3c(c(=O)oc2c1)CCC3 (stereo unspecified)
  30	-9	-2	-1.6	-4	12	-7	-36	6	7	11
> Cc1ccccc1NC(=O)C1CCN(C2=NS(=O)(=O)c3ccccc32)CC1
  10	-20	4	1.1	5	9	0	-28	5	2	1
> CC1(C(=O)Nc2ccc3c(c2)OCCO3)CSCC(=O)N1CCc1ccccc1F (stereo unspecified)
  -15	·	-12	·	-12	6	-10	·	·	·	·
> COc1ccc(C(O)c2nc(-c3ccc(OC)nc3)cs2)cc1 (stereo unspecified)
  -2	9	3	-0.1	-6	2	-3	-15	·	·	2
> COc1ccc(F)cc1S(=O)(=O)N1CCCCC1
  0	7	12	-1.3	9	2	23	3	-10	2	15
> Clc1cccc(Cl)c1/C=C/c1nc2ccccc2[nH]1
  -72	-144	·	-0.1	-5	0	·	-112	-45	-6	11
> O=C(CC1C(=O)NCCN1Cc1ccccc1)NCCC1=CCCCC1 (stereo unspecified)
  -14	-22	-2	-1.0	-5	-7	12	6	-1	-6	1
> Cc1ccc2nc(N3C(=O)C(O)=C(C(=O)c4cc5ccccc5o4)C3c3cccs3)sc2c1 (stereo unspecified)
  -157	-107	·	-1.6	-12	1	·	-127	-38	-5	5
> O=C(CN(CCc1ccccc1)S(=O)(=O)c1ccc(Cl)cc1)N/N=C/c1ccccc1C(=O)O
  9	-7	-21	-0.7	-13	-3	-10	-18	-6	5	5
> CC1CCC2(CC1)NC(=O)N(CC(=O)c1ccc(Cl)s1)C2=O (stereo unspecified)
  4	-16	0	-2.9	-9	5	-3	4	-7	-10	1
> CCN(CC)c1cc(C)c2cc(NC(=O)c3ccc(Br)o3)ccc2n1
  13	14	-2	1.1	9	1	-20	-1	-1	-4	12
> N#Cc1ccccc1OCC(=O)N1CCN(C(=O)c2ccco2)CC1
  -1	1	-1	-2.1	-5	11	-5	-19	-1	-8	-10
> CCCCNC(=O)C1(C)CCN1C(=O)c1ccc2c(c1)C(C)(C)CCC2(C)C (stereo unspecified)
  16	3	20	-1.0	14	-10	28	1	·	·	5
> O=S(=O)(/N=C/c1ccccc1O)c1cccs1
  -1	9	-1	-1.5	-7	3	4	1	-1	-1	7
> CCOC(=O)c1c[nH]c2c(C(F)(F)F)cccc2c1=O
  7	10	-18	-0.2	5	4	0	0	-9	-9	-3
> CCOC(=O)Cn1c(CN(C)Cc2ccccc2)nc2c1c(=O)n(C)c(=O)n2C
  1	4	6	-0.8	-4	-8	-7	14	5	8	3
> Cc1ccc(C(=O)COC(=O)c2ccccc2NC(=O)c2ccccc2)cc1[N+](=O)[O-]
  -1	5	1	-0.7	-8	-3	-34	6	0	-9	-1
> Cc1ccc(S(=O)(=O)N2Cc3ccccc3CC2C(=O)NC(C)(C)C)cc1 (stereo unspecified)
  5	1	-6	-1.3	0	-2	-18	0	-3	5	1
> COc1ccc(N2C(=O)CSC2c2ccccc2[N+](=O)[O-])cc1 (stereo unspecified)
  -20	1	4	0.6	-13	-3	-8	-1	-1	1	-1
> Cc1cccc(C(=O)NC(=S)Nc2ccc(S(=O)(=O)N(C)c3ccccc3)cc2)c1
  13	8	-8	-1.8	-11	1	2	1	-11	1	6
> CC(=O)c1ccc(NC(=O)COC(=O)c2ccccc2Sc2ccccc2C#N)cc1
  -9	-2	7	-1.2	2	-3	-30	-17	4	-1	2
> c1cnc2nc(CSc3ncn[nH]3)cn2c1
  -7	3	-8	-0.1	-12	-2	25	-5	-9	-1	16
> CCOc1ccc(NC(=O)C2C3CCC4C(CCC32)C4(Cl)Cl)cc1 (stereo unspecified)
  -12	-3	3	-0.1	8	-6	-31	-6	-14	-2	3
> CN(C)c1ccc2c(=O)c3ccccc3oc2n1
  -106	-71	-22	·	-1	9	-65	-86	·	·	·
> Cc1noc(NS(=O)(=O)c2ccc(N/C=C\C(=O)c3ccc4c(c3)OCO4)cc2)c1C
  -69	-58	-14	-2.0	4	4	-49	-61	1	-3	4
> COc1ccc(C2C3=C(CC(C)(C)CC3=O)Nc3c2c(=O)n(C)c(=O)n3C)cc1OC (stereo unspecified)
  0	6	6	-0.6	5	-4	16	5	-4	-3	-1
> COc1ccc(/C(N)=N/OC(=O)COc2ccccc2Cl)cc1
  -40	-21	-21	-0.9	1	2	-38	-56	-17	7	1
> COc1ccccc1CNC(=O)C1(C)CCN1C(=O)Cc1ccc(-c2ccccc2)cc1 (stereo unspecified)
  -1	4	26	2.3	5	-15	-10	9	·	·	4
> CC(C)C[C@@]12C(=O)N(c3cccc(F)c3)C(=O)N1[C@H](c1ccc(F)cc1)[C@@H]1C(=O)N(C3CCCCC3)C(=O)[C@@H]12
  18	2	8	0.3	8	-7	17	-7	-6	-5	3
> CCOC(=O)[C@]12CCC=C1N(Cc1ccccc1)C(=O)[C@H](CC(=O)NCc1ccc(C)o1)C2
  -12	·	-13	·	2	8	3	·	·	·	·
> CCCCCC(=O)OC(CN1CCCCCC1)CN1CCCC1=O (stereo unspecified)
  4	25	9	-1.7	11	3	11	9	-7	7	-2
> O=C1c2ccccc2NC2(CCCCC2)N1N=C1CCCCC1
  -113	-33	-39	-1.5	-4	-1	-70	-51	-1	-4	14
> COc1cc(CNC(C)(C)C)cc(Br)c1OCc1cccs1
  5	0	1	1.9	-16	18	1	-4	-5	9	-7
> Cc1nn(C)c(C)c1S(=O)(=O)N1CCc2ccccc21
  10	24	7	-1.8	-9	5	12	0	-12	-6	8
> COC(CN(C)C(=O)c1ccc(CS(=O)(=O)c2ccccc2C)o1)OC
  -1	14	-13	-1.6	-6	5	12	-13	7	-3	7
> O=C(/C(=C(\O)c1ccccc1)c1nc2ccccc2[nH]1)c1ccccc1
  -19	26	-10	2.6	-19	12	-10	-8	-1	1	10
> Cc1csc(NC(=O)CCc2c(C)nc3cc(-c4cccc(F)c4)nn3c2C)n1
  11	12	0	-0.9	-7	-11	17	8	4	-6	7
> COc1ccc(-c2ccc3[nH]c4c(c3c2)CCN2C[C@@H]([C@H](C)OC(=O)Nc3cc(Cl)cc(Cl)c3)[C@@H](N(C)C(=O)Nc3cc(Cl)cc(Cl)c3)C[C@@H]42)cc1
  0	5	-3	-0.5	4	5	2	2	-3	9	-1

# Later entries:
# Under each structure – LRH-1 inv ag	NCOA3 inh	COUP-TFII inh	MC4R barr agon	NOD2-RIPK2 inh	ABHD5 PLIN5 PPI	NCOA2 inhibitor	NCOA1 inh	LMP1 NFkB inh	TLR9-MyD88 block	MC4R antag cAMP
> C=CC[n+]1c(-c2ccc(Cl)cc2Cl)csc1Nc1c(C)n(C)n(-c2ccccc2)c1=O
  45	11	46*	-7.3	1	4	-20	7	6	-1	5
> COc1ccccc1OCc1csc(NC(=O)c2ccco2)n1
  -76	-53	-16	-0.6	-10	-3	-53	-69	-28	-1	9
> CC1(C(=O)Nc2ccc3nc[nH]c3c2)CCN1C(=O)CCc1ccccc1 (stereo unspecified)
  -26	-2	12	-1.4	-4	-4	-26	-14	·	·	0
> COC(=O)CCC(=O)Nc1c(C)n(C)n(-c2ccccc2)c1=O
  1	12	19	-1.6	7	-4	0	2	9	-7	1
> Cc1cc(C)cc(OCC(O)CN2CC(C)OC(C)C2)c1 (stereo unspecified)
  6	3	7	-0.5	-4	0	-18	16	2	-4	1
> COc1ccc(Cl)cc1NC(=S)NNC(=O)CC(C)C
  9	-7	-4	-3.0	12	-2	0	-11	4	-23	1
> CCCCCCCCN1C(=O)[C@H](CC(=O)NCCc2ccccc2OC)C[C@@]2(C(=O)OCC)CCCC=C12
  6	·	-7	·	-9	1	2	·	·	·	·
> COCc1c(C(=O)OCC(=O)NCCc2ccc(S(N)(=O)=O)cc2)oc2ccccc12
  -5	-6	-7	-1.7	-11	-6	-20	-13	-2	3	5
> OCCNc1nc(Nc2ccccc2OC(F)(F)F)nc(N2CCCC2)n1
  33	26	11	-0.2	-1	3	-2	2	5	1	2
> CC1CCN(C(=O)/C(=C\c2cccs2)NC(=O)c2ccccc2)CC1
  22	4	-13	-0.6	0	-5	6	-26	53*	-1	22

# Screening results: PubChem, several laboratories
